CHT block = human CHT choline transport inhibition. Q9GZV3. B-score at 10 µM. CHT-expressing cells, membrane potential dye, choline response; hits give low values. AID 488975. 0.86% of 310,000 active;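 active = B-score over 3 SD under the library average, and starting fluorescence ratio not unusually high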;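 also: choline stimulus applied at its EC90 after an EC20 pre-addition; B-score computed on integrated fluorescence ratio after choline addition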
Target sequence (Q9GZV3 whole entry, looked up): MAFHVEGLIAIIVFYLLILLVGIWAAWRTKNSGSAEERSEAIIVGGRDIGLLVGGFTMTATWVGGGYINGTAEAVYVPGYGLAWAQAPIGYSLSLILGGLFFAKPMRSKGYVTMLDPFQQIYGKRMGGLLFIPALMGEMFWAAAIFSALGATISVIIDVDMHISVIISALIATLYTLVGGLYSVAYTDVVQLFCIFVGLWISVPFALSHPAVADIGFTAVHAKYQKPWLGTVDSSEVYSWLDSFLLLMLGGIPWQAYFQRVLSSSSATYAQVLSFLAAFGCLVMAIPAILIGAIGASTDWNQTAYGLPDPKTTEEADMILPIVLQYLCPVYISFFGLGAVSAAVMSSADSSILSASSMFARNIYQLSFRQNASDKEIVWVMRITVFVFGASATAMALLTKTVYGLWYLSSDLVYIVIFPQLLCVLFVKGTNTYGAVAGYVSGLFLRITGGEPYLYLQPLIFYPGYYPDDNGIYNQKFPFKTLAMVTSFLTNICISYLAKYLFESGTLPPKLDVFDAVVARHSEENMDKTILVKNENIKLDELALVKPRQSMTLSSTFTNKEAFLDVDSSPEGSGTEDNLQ
CHT allo act = allosteric activators of human choline transporter CHT; CHT-expressing cells, membrane potential dye, choline EC20; hits give high values; LV-AA mutant CHT in HEK293 cells; B-score at 10 µM; 0.49% of 310,000 active; AID 488977;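 active = initial fluorescence not abnormally high and integrated response B-score, plate-corrected, over 3 SD above library mean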
An asterisk follows results filed as active.

The first three records, to show the layout:
For CC(C)C[C@H]1C(=O)N2CCCC2[C@]2(O)O[C@](NC(=O)[C@@H]3C=C4c5cccc6[nH]cc(c56)CC4N(C)C3)(C(C)C)C(=O)N12 (stereo partly drawn) the results were CHT block inactive and CHT allo act inactive.
For CCN1CCN(c2cc(N3CCCC3)c([N+](=O)[O-])cc2F)CC1 the results were CHT block inactive and CHT allo act inactive.
`O=C(CCn1nc(-c2ccc(Cl)cc2)ccc1=O)N1CCC2(CC1)OCCO2` gave CHT block inactive and CHT allo act inactive.

Main list, from the first entry:
For CC(C)C[C@H]1C(=O)N2CCCC2[C@]2(O)O[C@](NC(=O)[C@@H]3C=C4c5cccc6[nH]cc(c56)CC4N(C)C3)(C(C)C)C(=O)N12 (stereo partly drawn) the results were CHT block inactive and CHT allo act inactive.
For CCN1CCN(c2cc(N3CCCC3)c([N+](=O)[O-])cc2F)CC1 the results were CHT block inactive and CHT allo act inactive.
`O=C(CCn1nc(-c2ccc(Cl)cc2)ccc1=O)N1CCC2(CC1)OCCO2` gave CHT block inactive and CHT allo act inactive.
Screening O=c1[nH]c(=S)[nH]c(O)c1CN1CCCCC1 returned CHT block inactive and CHT allo act inactive.
Screening c1ccc(C[n+]2ccccc2)cc1 returned CHT block inactive and CHT allo act inactive.
Screening Clc1ccc(CCC(Cn2ccnc2)Sc2c(Cl)cccc2Cl)cc1 (stereo not drawn) returned CHT block inactive and CHT allo act inactive.
For COCCCNC(=O)Cn1cc(/C=C2\C(=O)NC(=O)N(c3ccccc3F)C2=O)c2ccccc21 the results were CHT block inactive and CHT allo act inactive.
For CCN(CC)C(=O)c1ccc(NC(=S)NC(=O)CCc2ccccc2)cc1 the results were CHT block inactive and CHT allo act inactive.
CN(C)C(=O)Oc1cccc(OCc2n(C)c3ccccc3[n+]2C)c1 was read as CHT block inactive and CHT allo act 6.96*.
CC(C)(C)c1cc([N+](=O)[O-])cc(C(C)(C)C)c1O was read as CHT block inactive and CHT allo act inactive.
c1ccc(C2CC3CC4(CCCC4)N2O3)cc1 (stereo not drawn) was read as CHT block inactive and CHT allo act inactive.
Cc1ccccc1OP(N)(=O)Oc1ccccc1C was read as CHT block inactive and CHT allo act inactive.
`OC(c1ccccc1)(c1ccc(Cl)cc1)C1CN2CCC1CC2` (stereo not drawn) gave CHT block inactive and CHT allo act inactive.
Screening Cc1oc(-c2ccccc2)nc1CN1C(=O)C(C)N=C(c2ccccc2F)c2cc(Cl)ccc21 (stereo not drawn) returned CHT block inactive and CHT allo act inactive.
For O=C1NC(=O)C(=Cc2cc([N+](=O)[O-])ccc2N2CCCCC2)C(=O)N1 the results were CHT block inactive and CHT allo act inactive.
c1ccc2oc(N3CCNCC3)nc2c1 was read as CHT block inactive and CHT allo act inactive.
N/C(=N\[N+](=O)[O-])N1CCN(C(=O)Oc2ccccc2)CC1 was read as CHT block inactive and CHT allo act inactive.
CN(C)C1(CNC(=O)Nc2ccc(Cl)c(Cl)c2)CCCCC1 was read as CHT block inactive and CHT allo act inactive.
C[N+]1([O-])[C@@H]2CC(OC(=O)[C@H](CO)c3ccccc3)C[C@H]1[C@@H]1O[C@@H]12 (stereo partly drawn) was read as CHT block inactive and CHT allo act inactive.
`CC(=O)c1ccc(OCC(=O)N2CCCC(N(C)Cc3ccccc3)C2)cc1` (stereo not drawn) gave CHT block inactive and CHT allo act inactive.
`CCN1C(=O)NC(=O)/C(=C\c2cn(CC(=O)N3CCCCC3)c3ccccc23)C1=O` gave CHT block inactive and CHT allo act inactive.
For CC(C(N)=O)N1CC(c2ccc(Cl)cc2)CC1=O (stereo not drawn) the results were CHT block inactive and CHT allo act inactive.
Cc1ccccc1-n1c(-c2ccco2)nc2ccccc2c1=O was read as CHT block inactive and CHT allo act inactive.
`COC(=O)c1c2[n+](cc3cc(OC)c(OC)cc13)CCc1cc(OC)c(OC)cc1-2` gave CHT block inactive and CHT allo act inactive.
`Cc1[nH]c2ccccc2c1C(=O)C(=O)N1CCC2(CC1)OCCO2` gave CHT block inactive and CHT allo act inactive.
For Cc1nn(Cc2ccccc2Cl)c(Cl)c1C(=O)OCC(=O)NC(=O)NC1CCCCC1 the results were CHT block inactive and CHT allo act inactive.
For O=P(Nc1ccccc1Cl)(c1ccccc1)c1nc2c(s1)CCCC2 (stereo not drawn) the results were CHT block inactive and CHT allo act inactive.
Screening O=c1c2ccccc2nc(-c2ccc([N+](=O)[O-])cc2)n1-c1ccccc1 returned CHT block inactive and CHT allo act inactive.
Screening COc1ccc(CNCCc2c[nH]c3ccccc23)c(OC)c1OC returned CHT block inactive and CHT allo act inactive.
For CN1CC(C(=O)c2ccc(F)cc2)C(c2ccc(F)cc2)C1 (stereo not drawn) the results were CHT block inactive and CHT allo act inactive.
For CN1C(=O)C(O)N=C(c2ccccc2)c2ccccc21 (stereo not drawn) the results were CHT block inactive and CHT allo act inactive.
For COC(=O)C1CN(C#N)N(c2ccc(Cl)cc2)C12c1ccccc1-c1ccccc12 (stereo not drawn) the results were CHT block inactive and CHT allo act inactive.
For COc1ccc(CC2C(=O)N(c3ccccc3)C(=O)N(c3ccccc3)C2=O)c(OC)c1 the results were CHT block inactive and CHT allo act inactive.
For CCN(CC)CCCC(C)N=C(c1ccccc1)c1c(O)n(C)c(=O)n(C)c1=O (stereo not drawn) the results were CHT block inactive and CHT allo act inactive.
COC(=NC1CCCC1)C(O)c1c[nH]c2ccccc12 (stereo not drawn) was read as CHT block inactive and CHT allo act inactive.
Screening O=C(c1ccc2c(c1)OCO2)C1CCCN(Cc2c(F)cccc2Cl)C1 (stereo not drawn) returned CHT block inactive and CHT allo act inactive.

Taken from above for reference:
For CC(C)C[C@H]1C(=O)N2CCCC2[C@]2(O)O[C@](NC(=O)[C@@H]3C=C4c5cccc6[nH]cc(c56)CC4N(C)C3)(C(C)C)C(=O)N12 (stereo partly drawn) the results were CHT block inactive and CHT allo act inactive.
For CCN1CCN(c2cc(N3CCCC3)c([N+](=O)[O-])cc2F)CC1 the results were CHT block inactive and CHT allo act inactive.
`O=C(CCn1nc(-c2ccc(Cl)cc2)ccc1=O)N1CCC2(CC1)OCCO2` gave CHT block inactive and CHT allo act inactive.
Screening O=c1[nH]c(=S)[nH]c(O)c1CN1CCCCC1 returned CHT block inactive and CHT allo act inactive.
Screening c1ccc(C[n+]2ccccc2)cc1 returned CHT block inactive and CHT allo act inactive.
Screening Clc1ccc(CCC(Cn2ccnc2)Sc2c(Cl)cccc2Cl)cc1 (stereo not drawn) returned CHT block inactive and CHT allo act inactive.
For COCCCNC(=O)Cn1cc(/C=C2\C(=O)NC(=O)N(c3ccccc3F)C2=O)c2ccccc21 the results were CHT block inactive and CHT allo act inactive.
For CCN(CC)C(=O)c1ccc(NC(=S)NC(=O)CCc2ccccc2)cc1 the results were CHT block inactive and CHT allo act inactive.
CN(C)C(=O)Oc1cccc(OCc2n(C)c3ccccc3[n+]2C)c1 was read as CHT block inactive and CHT allo act 6.96*.
CC(C)(C)c1cc([N+](=O)[O-])cc(C(C)(C)C)c1O was read as CHT block inactive and CHT allo act inactive.
c1ccc(C2CC3CC4(CCCC4)N2O3)cc1 (stereo not drawn) was read as CHT block inactive and CHT allo act inactive.
Cc1ccccc1OP(N)(=O)Oc1ccccc1C was read as CHT block inactive and CHT allo act inactive.
`OC(c1ccccc1)(c1ccc(Cl)cc1)C1CN2CCC1CC2` (stereo not drawn) gave CHT block inactive and CHT allo act inactive.
Screening Cc1oc(-c2ccccc2)nc1CN1C(=O)C(C)N=C(c2ccccc2F)c2cc(Cl)ccc21 (stereo not drawn) returned CHT block inactive and CHT allo act inactive.
For O=C1NC(=O)C(=Cc2cc([N+](=O)[O-])ccc2N2CCCCC2)C(=O)N1 the results were CHT block inactive and CHT allo act inactive.

Later entries
CCc1nnc(NS(=O)(=O)c2ccc(N=Cc3c(O)n(-c4ccc(Cl)cc4)c(=O)[nH]c3=O)cc2)s1 was read as CHT block inactive and CHT allo act inactive.
Screening CCN1C(=O)NC(=O)/C(=C\c2ccc(N3CCOCC3)cc2OC)C1=O returned CHT block inactive and CHT allo act inactive.
O=C(Nc1c(F)cc(F)cc1F)c1cccn(Cc2ccccc2)c1=O was read as CHT block inactive and CHT allo act inactive.
Screening O=C(N/N=C/c1c(O)n(Cc2ccc(F)cc2)c(=O)[nH]c1=O)c1ccccc1O returned CHT block inactive and CHT allo act inactive.
For O=C1NC(=O)N(c2ccc(Br)cc2)C(=O)/C1=C/c1ccsc1 the results were CHT block inactive and CHT allo act inactive.
`CN1C(=O)C(=Cc2cn(CC#N)c3ccccc23)C(=O)N(C)C1=O` gave CHT block inactive and CHT allo act inactive.
`COc1ccc(OC)c(N2C(=O)/C(=C/c3ccco3)C(=O)NC2=S)c1` gave CHT block inactive and CHT allo act inactive.
Screening O=[N+]([O-])c1ccc(NC2CCCC2)c2ccncc12 returned CHT block inactive and CHT allo act inactive.
`O=C1CN=C(c2ccc(F)cc2)c2oc3ccccc3c2N1` gave CHT block inactive and CHT allo act inactive.
COC(=O)CSC1=NP(=S)(SCC(=O)OC)N2CCCC2=C1C#N (stereo not drawn) was read as CHT block inactive and CHT allo act inactive.
For COC(=O)C1=C(c2cc3ccccc3o2)C[C@@H]2CC[C@H]1N2C(=O)NCc1ccc(F)cc1 the results were CHT block inactive and CHT allo act inactive.
Screening CCCCn1c(O)c(C(C)=NC(Cc2c[nH]c3ccccc23)C(=O)OC)c(=O)[nH]c1=O (stereo not drawn) returned CHT block inactive and CHT allo act inactive.
For COc1cccc(CCNCc2cccc(C(F)(F)F)c2)c1 the results were CHT block inactive and CHT allo act inactive.
Screening COC(=O)C1=C(c2ccccc2)C[C@@H]2CC[C@H]1N2C(=O)NCc1ccco1 returned CHT block inactive and CHT allo act inactive.
Screening Oc1ccc2c3c1O[C@H]1c4[nH]c5ccccc5c4C[C@@]4(O)[C@@H](C2)N(CC2CC2)CC[C@]314 returned CHT block inactive and CHT allo act inactive.
For CCN1CCN(c2nc3c(c(=O)[nH]2)CCC3)CC1 the results were CHT block inactive and CHT allo act inactive.
Screening Cc1cccc(-n2c(O)c(/C=N/N3CCOCC3)c(=O)[nH]c2=S)c1 returned CHT block inactive and CHT allo act inactive.
Screening CCOc1ccc(N2C(=O)NC(=O)/C(=C\c3ccccc3[N+](=O)[O-])C2=O)cc1 returned CHT block inactive and CHT allo act inactive.
O=C(CNS(=O)(=O)c1ccc(Br)s1)N1CCC2(CC1)OCCO2 was read as CHT block inactive and CHT allo act inactive.
Cc1c(N=Cc2c(O)n(Cc3ccco3)c(=O)[nH]c2=O)c(=O)n(-c2ccccc2)n1C was read as CHT block inactive and CHT allo act inactive.
`CN(C)[C@@H]1C(=O)C(C(N)=O)=C(O)[C@@]2(O)C(=O)C3=C(O)c4c(O)cccc4[C@@](C)(O)[C@H]3[C@H](O)[C@@H]12` gave CHT block inactive and CHT allo act inactive.
Cc1ccc(Cn2c(C)c3cnn(CC(=O)N4CCC5(CC4)OCCO5)c(=O)c3c2C)cc1 was read as CHT block inactive and CHT allo act inactive.
`O=C(CCN1CCCCC1)Nc1ccc(Cl)cc1C(=O)c1ccccc1` gave CHT block inactive and CHT allo act inactive.
O=c1c2ccccc2nc(/C=C/c2ccc(F)cc2)n1-c1ccccn1 was read as CHT block inactive and CHT allo act inactive.
Screening Cc1cc(C(=O)Nc2ccccc2)nn1C(C)(C)C returned CHT block inactive and CHT allo act inactive.
Cc1ccc2c(c1)N(C(=O)CCC(=O)N1CCC3(CC1)OCCO3)CCO2 was read as CHT block inactive and CHT allo act inactive.
O=C(NC1CC2CCCC(C1)N2)c1ccccc1 (stereo not drawn) was read as CHT block inactive and CHT allo act inactive.
CCCCOc1ccc(CC2C(=O)N(C)C(=O)N(C)C2=O)cc1 was read as CHT block inactive and CHT allo act inactive.
Screening CC(=O)O[C@@H]1[C@H]2CC[C@@H]3[C@]1(C[C@@H](OC(C)=O)[C@@]1(O)C([C@@H]4O[C@@H]4C1(C)C)[C@]3(C)O)C[C@@]2(C)O (stereo partly drawn) returned CHT block inactive and CHT allo act inactive.
Screening COc1ccc(CCNCc2ccc(SC)cc2)cc1 returned CHT block inactive and CHT allo act inactive.
Cc1cc(Cl)ccc1C(=O)C1CCCN(Cc2ccon2)C1 (stereo not drawn) was read as CHT block inactive and CHT allo act inactive.
`Nc1nnc(CCN2CCCCC2)s1` gave CHT block inactive and CHT allo act inactive.
For O=C(CCc1ccc(O)cc1)N1C[C@H]2C[C@@H](C1)c1cccc(=O)n1C2 the results were CHT block inactive and CHT allo act inactive.
For Cc1ccc(NP(=O)(Oc2ccccc2F)Oc2ccccc2F)cc1 the results were CHT block inactive and CHT allo act inactive.
For O=C1CC(=O)N(c2cccc(F)c2)C(=O)N1 the results were CHT block inactive and CHT allo act inactive.
Screening CC[N+](CC)(CC)CCCOC(=O)C(O)(c1ccccc1)C1CCCCC1 (stereo not drawn) returned CHT block inactive and CHT allo act inactive.
For O=c1[nH]c(=O)n(-c2ccccc2)c(O)c1N=Nc1ccc(Br)cc1 the results were CHT block inactive and CHT allo act inactive.
`O=C(O)c1ccccc1NC(=O)C1C2CCC(O2)C1C(=O)O` (stereo not drawn) gave CHT block inactive and CHT allo act inactive.
For O=c1cc(CN2CC=C(c3ccccc3)CC2)c2c(ccc3ccccc32)o1 the results were CHT block inactive and CHT allo act inactive.
Screening CCC(=NCc1ccco1)c1c(O)n(-c2ccccc2)c(=O)[nH]c1=O returned CHT block inactive and CHT allo act inactive.
O=C1NC(=O)N(c2ccc3c(c2)OCO3)C(=O)/C1=C\c1ccsc1 was read as CHT block inactive and CHT allo act inactive.
`Clc1cccc(N2CCNCC2)n1` gave CHT block inactive and CHT allo act inactive.
O=C1CN=C(c2ccc[nH]2)c2cc(Cl)ccc2N1 was read as CHT block inactive and CHT allo act inactive.
`O=C(Cc1ccccc1)NC(Oc1ccccc1Cl)C(Cl)(Cl)Cl` (stereo not drawn) gave CHT block inactive and CHT allo act inactive.
`CN1CCC(n2nccc2N)CC1` gave CHT block inactive and CHT allo act inactive.
`Clc1ccccc1NC1=NCCCS1` gave CHT block inactive and CHT allo act inactive.

Screens deposited in PubChem by Johns Hopkins Ion Channel Center.

These rows are one share of the data. The share of hits here may be higher or lower than overall.
